# M1 antag – human CHRM1 antagonism. 1.3% of 360,000 active. P11229. AID 588852. CHO-K1 hM1, Fluo-8 calcium fluorescence, ACh EC80 antagonist. inhibition, % at 3 µM;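 active means percent inhibition above its own plate's cutoff, namely the mean of that plate's compound wells plus 3 SD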;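 further: peak over basal fluorescence ratio during 140 s after agonist addition; 0% = ACh EC80 plus DMSO and 100% = DMSO alone without agonist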
# Target sequence (P11229 whole entry, looked up): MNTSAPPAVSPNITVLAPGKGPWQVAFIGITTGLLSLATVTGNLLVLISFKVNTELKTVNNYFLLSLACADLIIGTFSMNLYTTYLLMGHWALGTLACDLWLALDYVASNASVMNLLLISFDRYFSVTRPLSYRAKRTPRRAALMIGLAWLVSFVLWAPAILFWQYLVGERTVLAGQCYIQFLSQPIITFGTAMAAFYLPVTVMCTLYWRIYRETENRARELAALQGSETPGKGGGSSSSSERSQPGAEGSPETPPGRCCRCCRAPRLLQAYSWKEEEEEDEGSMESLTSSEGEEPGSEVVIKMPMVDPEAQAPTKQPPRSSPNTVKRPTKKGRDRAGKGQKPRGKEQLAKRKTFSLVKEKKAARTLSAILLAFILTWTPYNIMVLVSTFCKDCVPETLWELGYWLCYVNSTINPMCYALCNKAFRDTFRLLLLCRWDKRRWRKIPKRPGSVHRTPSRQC
# CHRM1 agonist – human M1 muscarinic receptor agonism; 0.33% of 360,000 active; activation, % at 3 µM; P11229; CHO-K1 hM1, Fluo-8 calcium fluorescence, agonist mode; 0% DMSO, 100% acetylcholine EC100;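 active means activation above the run's mean compound activation plus 3 SD, cut at about 16% in these data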;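 further: peak over basal fluorescence ratio within a 140 s kinetic read after compound addition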
# CHRM1 PAM – potentiates human M1 receptor response to acetylcholine | P11229 | activation, % at 3 µM | CHO-K1 hM1, Fluo-8 calcium fluorescence, ACh EC20; 0% = ACh EC20, 100% = maximal ACh | 0.088% of 360,000 active; in the data active means activation above about 19%, passing the limit was not always enough
# CHO-K1 Ca PAM – nonselective activator or artifact in parental CHO-K1 calcium assay. AID 602247. 0.02% of 360,000 active. activation, % at 3 µM. ATP EC20, Fluo-8 calcium fluorescence; 0% at ATP EC20, 100% at ATP max;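 active means activation above the run cutoff, the mean activation of all test compounds plus 3 SD, cut at about 40% in these data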;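 further: peak over basal fluorescence ratio in a 140 s read after ATP addition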
# TAAR1 antag – human TAAR1 antagonism; inhibition, % at 3 µM; 1.5% of 360,000 active; AID 624466; CHO RD-HGA16 TAAR1, Fluo-8 calcium fluorescence, antagonist; Q96RJ0;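 active means inhibition above a per-plate cutoff, the mean inhibition of test compounds on that plate plus 3 SD, cut at about 49% in these data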;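 further: 0% = DMSO plus EC80 beta-PEA response and 100% = DMSO alone without agonist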
# Target sequence (Q96RJ0 whole entry, looked up): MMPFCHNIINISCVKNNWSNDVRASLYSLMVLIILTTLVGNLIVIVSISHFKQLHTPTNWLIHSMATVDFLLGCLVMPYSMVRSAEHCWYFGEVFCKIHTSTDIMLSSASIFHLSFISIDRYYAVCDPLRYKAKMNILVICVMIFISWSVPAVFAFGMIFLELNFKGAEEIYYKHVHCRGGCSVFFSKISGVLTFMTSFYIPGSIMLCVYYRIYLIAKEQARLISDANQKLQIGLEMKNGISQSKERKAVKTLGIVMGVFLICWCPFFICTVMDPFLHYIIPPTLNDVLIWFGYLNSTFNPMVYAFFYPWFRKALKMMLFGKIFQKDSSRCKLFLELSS
#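 Assay system: RD-HGA16 CHO cells with stable hTAAR1 and Gα16 / Reagent: EC80 β-phenethylamine stimulus / Doses: 3 µM, single point / Timing: dye loading 75 min at 37 °C, then 30 min room temperature / Measured by: Fluo-8 intracellular calcium dye fluorescence, real-time kinetic reads / Controls: vehicle wells and EC80 agonist wells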
# CHO-K1 Ca antag – counter-screen for M1 antagonists: effect in parental CHO-K1 cells; AID 602250; 0.6% of 360,000 active; inhibition, % at 3 µM; ATP-induced calcium, Fluo-8 fluorescence;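 active means inhibition above a per-plate cutoff, the plate's mean sample inhibition plus 3 SD, cut at about 24% in these data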;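 further: 0% = DMSO plus EC80 ATP and 100% = DMSO alone without ATP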
# CHO-K1 Ca ag – counter-screen for M1 agonists: effect in parental CHO-K1 cells. activation, % at 3 µM. Fluo-8 calcium fluorescence; scaled to maximal ATP response, vehicle zero. 0.48% of 360,000 active; in the data active means activation above about 15%;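 further: untransfected CHO-K1 host cells lacking M1 receptor as counterscreen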
# TAAR1 ag – agonists of human TAAR1; Q96RJ0; CHO RD-HGA16 TAAR1, Fluo-8 calcium fluorescence; vehicle wells 0%, saturating PEA agonist 100%; activation, % at 3 µM; 0.99% of 360,000 active; AID 624467;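 active means activation above the mean activation of all test compounds in the run plus 3 SD, cut at about 38% in these data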
#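 Test system: RD-HGA16 (CHO) cells co-expressing Gα16 and hTAAR1; dosing: one-point dosing at 3 µM (nominal); timing: 17-24 h seeding, 75 min 37 °C dye, 30 min RT; signal: kinetic Fluo-8 calcium fluorescence; read-out basis: % activation relative to PEA EC100 response; controls: DMSO and PEA EC100; replicates: n 1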
# CHO parental Ca – counter-screen: ATP calcium response change in parental CHO cells | parental CHO-K1, ATP-induced calcium, Fluo-8 fluorescence | inhibition, % at 5.6 µM | 0.63% of 330,000 active | AID 463079;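 active means inhibition above that plate's mean sample inhibition plus 3 SD, cut at about 26% in these data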;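 further: 0% = ATP-challenged DMSO wells and 100% = DMSO wells without ATP; some compounds past the cut are filed as inactive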
#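 Test system: untransfected parental CHO cell line. Compound: one dose, 5.6 µM nominal. Detection: intracellular calcium via Fluo-8 no-wash fluorescent dye. Measure: % inhibition. Benchmarks: ATP-challenged DMSO wells low, unchallenged DMSO wells high.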
# Numbers without * were called inactive; x = no result given.
no.	Compound	CHRM1 PAM	M1 antag	CHO-K1 Ca antag	CHO-K1 Ca PAM	TAAR1 ag	CHO-K1 Ca ag	CHRM1 agonist	CHO parental Ca	TAAR1 antag
1	c1ccc(-c2cnnc3ccccc23)cc1	11	-18	-20	35	19	0.8	-4	-8	-3
2	CCn1c(C)c(P(c2ccccc2)c2ccccc2)[n+]2ccccc12	-1	-6	-9	12	13	0.4	-14	-10	1
3	O=C(CCCCN1CCCCC1)c1ccc2c(c1)Cc1ccccc1-2	-9	19	2	9	7	13	-3	-3	-3
4	COc1cccc(CNC(=O)CCCC(=O)Nc2cccc([N+](=O)[O-])c2)c1	11	-19	-7	15	0	1.2	-1	3	-9
5	COc1ccc(-c2cn(Cc3ccc([N+](=O)[O-])cc3)nn2)cc1	-15	20	-6	-1	11	0.8	-6	-6	13
6	N=c1c2c(-c3ccccc3)c(-c3ccccc3)n(Cc3ccccc3)c2ncn1CCCn1ccnc1	-2	1	-12	13	61*	1.0	-5	-31	-19
7	Cc1ccc(-c2ccc3nnc(SCC(=O)NCC4CCCO4)n3n2)cc1 (stereo not given)	3	0	-16	25	-1	-0.5	-6	-23	-23
8	Cc1ccc(S(=O)(=O)NC(=S)NC2CCCCC2)cc1	10	-7	-9	12	3	0.6	-3	-3	-14
9	CCOc1ccc(-c2nc(S(=O)(=O)c3ccccc3)c(N3CCC(C(N)=O)CC3)o2)cc1	8	-9	-7	3	2	0.7	-1	11	-10
10	Cn1cc(CN2CCN(CCc3ccccc3)C(CCO)C2)cn1 (stereo not given)	-1	1	14	-12	5	-0.5	-11	-8	3
11	CCNC(=O)NC(=O)C(C)Oc1ccc(Br)cc1Br (stereo not given)	12	-11	6	6	7	0.5	-13	-14	-12
12	CCCCc1ccc(C(=O)NC(C(=O)O)C(C)C)cc1 (stereo not given)	5	-4	-2	2	9	-0.2	-4	-8	-2
13	O=C(O)C1CCN(c2c([N+](=O)[O-])cc(C(F)(F)F)cc2[N+](=O)[O-])CC1	8	-8	-11	12	1	0.3	-3	-10	-1
14	Cc1ccccc1C(=O)N1CCC(C(=O)NC2CCCCCC2)CC1	1	4	16	-23	1	0.6	-1	0	1
15	COc1ccc(NC(=O)C2CCN(S(=O)(=O)c3ccc4c(c3)CC(C)N4C(C)=O)CC2)c(OC)c1 (stereo not given)	-4	2	-12	-2	0	3.7	-3	-18	-11
16	Cc1ccccc1N(CC(=O)NC1CCCCC1)C(=O)CCC(=O)Nc1nccs1	7	-9	-15	16	4	2.6	-1	-10	-5
17	O=C(CSc1nccc(=O)[nH]1)NC1CCCCCCC1	7	-6	-11	16	0	0.0	-2	-2	6
18	O=C(NC1CCCC1)c1ccc(COCC(F)(F)C(F)F)o1	-2	4	-5	6	x	-0.5	-2	-8	x
19	COc1ccc(NC(=O)CSc2nnc(CN3CCOCC3)n2C)cc1Cl	8	-10	-10	9	0	0.5	-5	-3	-8
20	C=CCNC(=O)COC(=O)c1ccc(C)c(NC(=O)c2ccco2)c1	7	-12	-8	13	0	0.1	-2	-13	5
21	CC(C)CCN1NC2(CCC(C)CC2)NC1=S (stereo not given)	0	4	-1	-4	7	-0.2	-5	-7	-31
22	COC(=O)C1CC(O)CN1C(=O)Nc1ccccc1 (stereo not given)	10	-9	-9	27	8	0.3	-4	0	2
23	CC(C)CCNC(=O)C1CCN(Cc2cccc(OCc3ccccc3)c2)CC1	-1	-3	-4	20	9	9.0	-5	-24	-8
24	CCOc1ccccc1NC(=O)C(=O)N/N=C/c1ccc([N+](=O)[O-])cc1	6	-5	-11	15	0	0.0	-6	-12	-9
25	O=C(CSc1ncnc2c1nnn2Cc1ccc(F)cc1)NC1CCCCC1	5	-10	-11	23	2	0.2	-3	-2	-8
26	COc1ccc(/C=N/Nc2ncc(C(F)(F)F)cc2Cl)c(OC)c1OC	4	-4	-13	15	-1	4.9	-7	-12	-10
27	COc1ccc(S(=O)(=O)N(C)c2ccc(OCC(=O)Nc3cc(C)on3)cc2)cc1	-1	-4	-2	11	6	1.4	5	-8	0
28	Cn1c(=O)c2c(nc(N3CCCCCC3)n2CC(O)COc2ccc(Cl)cc2)n(C)c1=O (stereo not given)	3	-11	-8	18	7	0.3	-3	-13	9
29	COC(=O)c1ccc(NC(=O)Cn2nc(-c3ccncc3)nc2SCC(=O)Nc2nccs2)cc1	-21	33*	3	1	7	-0.3	-5	-8	5
30	CC(=O)Nc1cc(-c2cccc(C(=O)NCCN(C)C)c2)cn2c(-c3ccc(C(C)=O)cc3)cnc12	3	5	0	3	3	-0.1	-7	x	-25
31	Cc1cc(Cl)c2c(c1)[C@]1(C(=O)N2)[C@@H]2C(=O)N(Cc3ccccc3)C(=O)[C@@H]2[C@@H]2CCCN21	2	-1	-9	19	15	2.8	-2	-19	21
32	CCCCOc1ccc(C(=O)NCCC(=O)NCCCC(=O)OCC)cc1	18	-16	-3	11	3	-0.2	-2	-5	-9
33	Cc1cc(C)c(S(=O)(=O)N2CCCCC2CCNC(=O)C(=O)NCC2CCCO2)c(C)c1 (stereo not given)	6	-7	8	-1	1	-0.1	-5	-32	-20
34	CC1(C)N=C(N)N=C(N)N1c1ccc(Oc2ccc(Cl)cc2)c(Cl)c1	-27	55*	-12	14	0	1.8	-9	-7	5
35	COc1ccc(NC(=O)c2sc3nc(C)cc(C)c3c2N)cc1	18	-22	-16	20	2	0.5	-1	-10	-5
36	COc1ccccc1NC(=O)NNC(=O)COc1ccc2ccccc2c1	5	-5	7	-10	0	1.5	-2	-12	0
37	COc1cc(/C=C/C(=O)OCC(=O)NC(=O)NC(C)(C)C)ccc1OCC#N	9	-12	-8	10	2	2.9	-3	-9	-8
38	Cn1c(SCC(=O)Nc2nccs2)nnc1-c1ccc(S(=O)(=O)N2CCCC2)cc1	-2	11	1	1	11	1.2	-8	-7	-13
39	CC(=O)Nc1ccc(S(=O)(=O)N(C)CC(=O)OCC(=O)Nc2ccc3c(c2)OCO3)cc1	1	7	5	19	2	1.3	-2	3	-8
40	CC(=O)c1cc(-c2ccccc2)n(CC(=O)NC(C)(C)C)c1C	-8	5	-4	12	9	0.0	3	-10	2
41	CC(=O)c1ccc(N2CCN(C(=O)CCS(=O)(=O)c3ccc4c(c3)CCN4C(C)=O)CC2)cc1	-5	-2	-2	1	0	8.1	-1	-4	-10
42	Nc1n[nH]c(C2CCCCC2)n1	6	-12	-13	11	1	0.1	-3	-5	-6
43	COCc1[nH][nH]c(=O)c1C=Nc1ccc(Cl)cc1	11	-5	-9	18	0	0.2	0	-10	-14
44	COc1ccccc1N1CCN(c2nc(C)cc(C)c2C#N)CC1	7	-17	-8	8	-2	0.0	-2	-23	6
45	CC(NC(=O)Nc1ccc(Cl)c(Cl)c1)C(c1ccccc1)N1CCOCC1 (stereo not given)	3	10	14	10	57*	38*	30*	1	9
46	CN(c1ccc(-c2csc(NC(=O)C3CC(=O)N(Cc4ccco4)C3)n2)cc1)S(C)(=O)=O (stereo not given)	-5	5	-13	3	4	1.8	-2	5	19
47	COc1ccc(CCN(C)C(=O)COc2ccc(C(=O)c3ccccc3)cc2)cc1OC	-1	3	-1	-17	3	0.9	-1	-22	-2
48	N=c1c(C(=O)NC2CCCCC2)cc2c(=O)n3ccccc3nc2n1CCc1ccccc1	6	-2	1	-7	5	0.2	-8	-4	-9
49	O=C(CN1C(=O)S/C(=C\c2cc(Cl)c(O)c(Cl)c2)C1=O)Nc1ccccc1	0	-14	4	4	5	1.8	0	10	-39
50	Cn1c(=O)n(CCc2ccccc2)c2ccccc21	9	-14	-15	11	5	0.6	-2	-5	-11
51	Cc1onc(-c2c(F)cccc2Cl)c1C(=O)OCn1nnc2ccccc2c1=O	-7	19	-11	18	4	1.1	-3	-11	5
52	CCOCCCNC(=S)Nc1ccc(S(N)(=O)=O)cc1	5	-8	-4	4	1	-0.1	-2	0	4
53	CC(=O)c1sc(N/N=C2\CC3CCC2(C)C3(C)C)nc1C (stereo not given)	5	-7	-10	24	2	6.5	-7	-10	-13
54	Cc1ccccc1C1CC(c2ccccc2)Nc2ncnn21 (stereo not given)	-1	0	10	-9	3	0.0	-3	-17	0
55	CC1CCc2nc(NC(=O)CN3CCOCC3)sc2C1 (stereo not given)	5	-16	-10	18	-2	-0.4	-4	-15	11
56	Cc1cccc2c3nc4ccccc4nc3n(CCCN3C(=O)c4ccccc4C3=O)c12	-2	4	-14	11	5	0.8	-5	x	-5
57	CS(=O)(=O)Oc1ccc2c(c1)O/C(=C\C=C\c1ccccc1)C2=O	3	-3	-7	9	6	2.5	-2	-5	20
58	S=C(NCCc1ccncc1)Nc1ccccc1	9	-10	-5	0	8	-0.4	-3	7	-6
59	O=S(=O)(NCc1ccc2c(c1)OCO2)c1ccccc1F	3	-4	12	-1	3	0.4	-4	-4	-16
60	CCc1ccccc1OCC(=O)OCC(=O)Nc1cc(C)on1	-2	1	-1	-7	0	0.2	-3	-13	-8

# (further entries)
no.	Compound	CHRM1 PAM	M1 antag	CHO-K1 Ca antag	CHO-K1 Ca PAM	TAAR1 ag	CHO-K1 Ca ag	CHRM1 agonist	CHO parental Ca	TAAR1 antag
61	Cc1cccn2c(=O)c3cc(C(=O)NCCCOC(C)C)sc3nc12	11	-7	-12	17	4	2.2	-4	-12	-6
62	COc1ccc(Cl)cc1NC(=O)CN1CCC(n2nnc3ccccc32)CC1	6	-4	-10	10	0	1.0	-3	-18	4
63	Cc1sc2nc(SCC(=O)O)[nH]c(=O)c2c1C	-1	11	-4	10	0	1.2	-4	3	-15
64	O=C(Nc1cccnc1)c1cn(-c2ccccc2)nc1-c1cccs1	-9	6	-5	5	11	4.9	-1	-15	50*
65	CN(C)/C=C/C(=O)c1ccc(S(=O)(=O)c2ccccc2)cc1	-2	7	-9	22	1	0.9	-6	0	0
66	CN1CCN(NC(=O)c2ccc(Br)c(S(=O)(=O)N3CCOCC3)c2)CC1	10	-6	-15	25	0	0.8	-7	-7	8
67	C1CCC2=NCCCN2CC1	7	-16	-19	22	6	0.4	-5	0	1
68	O=C(C1c2ccccc2Oc2ccccc21)N1CCN(c2ccc(Cl)cc2)CC1	2	-6	-15	17	2	0.4	-3	-20	2
69	CC(C)Cc1nnc(NC(=O)c2ccc(S(=O)(=O)N3CCCC3)cc2)s1	5	-4	5	6	2	0.5	-2	x	-13
70	O=C(CNC(=O)c1ccc(S(=O)(=O)N2CCCC2)cc1)N/N=C/c1ccco1	4	5	-2	13	2	0.8	-5	7	-16

# Compounds 40 through 41, reprinted for reference:
no.	Compound	CHRM1 PAM	M1 antag	CHO-K1 Ca antag	CHO-K1 Ca PAM	TAAR1 ag	CHO-K1 Ca ag	CHRM1 agonist	CHO parental Ca	TAAR1 antag
40	CC(=O)c1cc(-c2ccccc2)n(CC(=O)NC(C)(C)C)c1C	-8	5	-4	12	9	0.0	3	-10	2
41	CC(=O)c1ccc(N2CCN(C(=O)CCS(=O)(=O)c3ccc4c(c3)CCN4C(C)=O)CC2)cc1	-5	-2	-2	1	0	8.1	-1	-4	-10

# Bioassay records: PubChem, The Scripps Research Institute Molecular Screening Center
